# Screens (PubChem BioAssay)
# CHRM5 antagonist – blocks acetylcholine activation of human M5 receptor; P08912; CHO-hM5 cells, Fluo-8 calcium fluorescence, ACh EC80; inhibition, % at 3 µM; hit rate 0.59% among 360,000; AID 624040;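 active = inhibition above a per-plate cutoff, the mean of that plate's test compounds plus 3 SD, cut at about 27% in these data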;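 note: 0% = acetylcholine EC80 with DMSO and 100% = DMSO without agonist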
# Target sequence (P08912 whole entry, looked up): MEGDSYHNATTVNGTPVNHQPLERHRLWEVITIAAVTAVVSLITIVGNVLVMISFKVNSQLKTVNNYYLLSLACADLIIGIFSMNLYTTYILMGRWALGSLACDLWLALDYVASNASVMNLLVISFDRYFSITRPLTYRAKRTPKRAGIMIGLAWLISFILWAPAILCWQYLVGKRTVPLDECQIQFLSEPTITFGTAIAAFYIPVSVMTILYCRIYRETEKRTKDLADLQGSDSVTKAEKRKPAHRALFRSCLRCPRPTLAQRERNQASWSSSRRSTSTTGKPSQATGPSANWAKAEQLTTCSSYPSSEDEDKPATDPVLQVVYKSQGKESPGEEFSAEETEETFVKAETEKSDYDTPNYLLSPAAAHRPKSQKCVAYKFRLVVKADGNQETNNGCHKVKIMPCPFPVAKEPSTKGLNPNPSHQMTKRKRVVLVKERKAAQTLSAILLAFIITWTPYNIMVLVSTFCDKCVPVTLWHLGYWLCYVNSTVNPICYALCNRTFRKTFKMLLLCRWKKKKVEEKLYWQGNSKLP
# M5 PAM – positive allosteric modulators of human muscarinic M5 receptor. P08912. CHO-K1 hM5, Fluo-8 calcium, ACh EC20 PAM; 0% = ACh EC20, 100% = ACh EC100. activation, % at 3 µM. hit rate 0.3% among 360,000. AID 624038;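 active = activation above the run cutoff, the mean activation of all test compounds plus 3 SD, cut at about 18% in these data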
#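 System – CHO-K1 hM5 cells · Compound – 3 µM, single dose · Incubation – compound preincubation 140 s before EC20 acetylcholine addition · Technique – Fluo-8 calcium fluorescence · Measure – Max/basal fluorescence ratio as % of EC20–EC100 ACh window · Benchmarks – low control EC20 acetylcholine (0%), high control EC100 acetylcholine (100%) · Replication – singlicate, one well per test compound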
# CRFBP-R2 agonist – CRF-BP/CRF-R2 complex agonism. HEK293 CRF-R2/CRF-BP, calcium dye fluorescence (FLIPR); percent of saturating CRF peptide response. activation, % at 13.2 µM. hit rate 0.46% among 350,000;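 active = activation of at least 50%, plus an integration ratio under a set limit after plate pattern correction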;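 note: plate controls were neutral control wells without compound for no effect and CRF at EC100 for full effect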
# M4 antag – blocks acetylcholine activation of human M4 receptor; hit rate 0.73% among 360,000; inhibition, % at 3 µM; AID 624125; CHO-hM4 cells, ACh EC80, Fluo-8 calcium fluorescence;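 active = inhibition above its plate's cutoff, the mean inhibition of sample wells plus 3 SD, cut at about 27% in these data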;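 note: 0% = acetylcholine EC80 with DMSO and 100% = DMSO without agonist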
# Target sequence (P08173 whole entry, looked up): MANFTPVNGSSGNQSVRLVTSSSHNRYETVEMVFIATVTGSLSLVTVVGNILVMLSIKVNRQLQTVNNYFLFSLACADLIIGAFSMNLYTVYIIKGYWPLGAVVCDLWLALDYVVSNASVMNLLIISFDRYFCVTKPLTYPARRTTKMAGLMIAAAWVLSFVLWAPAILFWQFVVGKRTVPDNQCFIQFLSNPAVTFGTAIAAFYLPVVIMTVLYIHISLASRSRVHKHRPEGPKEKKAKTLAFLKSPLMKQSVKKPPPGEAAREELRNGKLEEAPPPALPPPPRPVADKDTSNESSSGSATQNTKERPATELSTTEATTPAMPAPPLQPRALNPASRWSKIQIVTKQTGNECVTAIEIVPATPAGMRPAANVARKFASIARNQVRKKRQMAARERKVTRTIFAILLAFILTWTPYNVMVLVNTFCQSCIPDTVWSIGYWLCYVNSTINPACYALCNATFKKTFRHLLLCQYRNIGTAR
# CRFR2-BP antag – antagonists of CRF-binding protein/CRF-R2 receptor complex; hit rate 0.59% among 350,000; HEK293 CRF-R2/CRF-BP, CRF-induced calcium fluorescence; inhibition, % at 11.8 µM; AID 588475;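 active = inhibition of the ligand-induced calcium signal above about 50% at the single tested concentration, limit read from the data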
# CHRM4 PAM – positive allosteric modulators of human muscarinic M4 receptor | P08173 | CHO-K1 hM4/Gqi5, Fluo-8 calcium fluorescence, ACh EC20; 0% = ACh EC20, 100% = maximal ACh | activation, % at 3 µM | hit rate 0.4% among 360,000 | AID 624126;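 active = activation above its plate's cutoff, the mean activation of sample wells plus 3 SD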; note: some results filed as inactive read as strong as hits
# M4 ag – CHRM4 agonism in calcium assay | hit rate 0.14% among 360,000 | CHO-K1 hM4/Gqi5, Fluo-8 calcium fluorescence; vehicle 0%, full acetylcholine response 100% | activation, % at 3 µM | P08173;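 active = activation above the run mean over all test wells plus 3 SD, cut at about 32% in these data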;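 note: peak over basal fluorescence ratio per well then scaled between controls; 0% = DMSO wells and 100% = acetylcholine at EC100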
# CHRM5 agonist – agonists of human muscarinic M5 receptor (CHRM5); CHO-K1 hM5 cells, Fluo-8 calcium fluorescence; 0% DMSO wells, 100% maximal acetylcholine response; activation, % at 3 µM; hit rate 0.19% among 360,000; P08912;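 active = activation above the run's mean over test compounds plus 3 SD, cut at about 23% in these data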;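 note: signal is peak over basal fluorescence ratio across the kinetic read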
# IDE cell inh – cellular human IDE inhibition; P14735; HEK cells, FAbetaB cleavage, fluorescence polarization; inhibition, % at 5.59 µM; hit rate 0.41% among 320,000; AID 434962;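 active = percent inhibition above the average of all tested compounds plus 3 SD, set per screening campaign, cut at about 16% in these data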;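 note: IDE supplied by intact live HEK cells; FP after avidin binding of uncleaved biotin substrate so inhibition keeps polarization high; 0% = DMSO wells and 100% = 60 µM reference IDE inhibitor Ii1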
# Starred values were filed as active, the others as inactive; x = no result given. Outcome played no part in choosing rows; 2.9% or so of the library scored in one or more.
CHRM5 antagonist,M5 PAM,CRFBP-R2 agonist,M4 antag,CRFR2-BP antag,CHRM4 PAM,M4 ag,CHRM5 agonist,IDE cell inh,Compound
-4.3,-2.6,-2.6,-10.0,-68.6,-6.8,11.1,-1.3,-2.6,CCOc1ccc(NC(=O)COC(=O)C2(C)CC2(Cl)Cl)c([N+](=O)[O-])c1 (configuration not stated)
-1.7,9.8,4.0,-3.7,-6.0,1.8,-0.2,-3.7,3.4,COc1ccc(C=C2C(=O)OC(C)(C)OC2=O)cc1OC
7.0,3.7,-3.4,-2.6,5.0,3.0,-0.7,1.6,1.3,CC(C)C[C@H](N)c1cn([C@@H](Cc2cc3ccccc3[nH]2)C(=O)N2CCNCC2)nn1
-1.3,-4.5,0.9,1.1,-38.4,-8.9,4.2,5.1,12.7,O=C(Nc1cccc(C(F)(F)F)c1)c1ccc(Cn2cc(Br)cn2)o1
1.5,-0.8,-0.9,-3.6,-4.1,1.7,0.7,-0.4,0.1,Cc1onc(-c2ccccc2)c1NC(=O)N(Cc1ccccc1)C(C)C
-2.3,-1.3,-0.1,-6.4,-8.8,8.5,0.8,0.1,10.2,O=C(c1cc2cc([N+](=O)[O-])ccc2oc1=O)N1CCN(c2ncccn2)CC1
10.5,-8.3,0.3,5.3,1.6,-9.3,1.4,-7.0,-4.7,CC(C)CN1CCC(Oc2cccc(C(=O)NCCc3ccccc3)c2)CC1
10.7,-3.5,1.1,9.1,7.3,-10.2,1.1,-2.4,-3.8,Cc1ccccc1CNS(=O)(=O)c1ccccc1[N+](=O)[O-]
-11.5,6.1,0.7,-18.8,-7.3,3.5,0.8,2.1,-6.2,CCOC(=O)C(=O)Nc1ccccc1C(=O)Nc1ccc(OC)cc1
-0.9,-0.5,8.8,2.7,-10.0,-1.9,0.4,2.3,2.4,CCCN1Cc2cccc(C(=O)Nc3ccc(CC)cc3)c2C1=O

# Brought forward from above: 2 entries, then new ones.
CHRM5 antagonist,M5 PAM,CRFBP-R2 agonist,M4 antag,CRFR2-BP antag,CHRM4 PAM,M4 ag,CHRM5 agonist,IDE cell inh,Compound
-11.5,6.1,0.7,-18.8,-7.3,3.5,0.8,2.1,-6.2,CCOC(=O)C(=O)Nc1ccccc1C(=O)Nc1ccc(OC)cc1
-0.9,-0.5,8.8,2.7,-10.0,-1.9,0.4,2.3,2.4,CCCN1Cc2cccc(C(=O)Nc3ccc(CC)cc3)c2C1=O
9.1,-6.4,1.5,-3.1,-19.2,7.9,-0.6,0.3,4.0,Cc1cccc(NC(=O)CSc2nnc(CCC(=O)Nc3ccc(C)c(Cl)c3)n2C)c1
-8.5,5.0,-0.3,-8.1,3.9,0.7,0.9,3.3,-1.1,Cc1cc(NC(=O)Nc2cccc(C)c2C)no1
6.3,-0.2,-1.1,1.4,-4.6,9.2,1.7,-6.1,11.8,CCCCN(C(C)=O)c1c(N)n(CCC)c(=O)n(CC(=O)Nc2cc(Cl)cc(Cl)c2)c1=O
-12.2,-7.9,2.4,-0.4,4.1,7.5,0.9,-3.1,1.1,COc1cc(OC)c(NC(=O)CCc2nc(-c3ccc(C)cc3)no2)cc1Cl
0.7,0.6,0.1,-3.0,6.5,4.3,0.7,-3.5,-0.8,Cc1ccnc(SCC(=O)NC2CCCCCC2)n1
-1.0,-2.6,0.0,8.4,1.7,6.2,-0.6,-0.2,3.3,CSc1nnc([C@@H](NC(=O)OC(C)(C)C)C(C)C)o1
2.7,5.2,0.3,2.1,2.5,7.7,2.8,0.9,2.6,CCC1(c2ccccc2)NC(=O)N(CC(=O)Nc2ccccc2C(=O)NC2CC2)C1=O (configuration not stated)
4.0,-4.8,-2.0,-4.3,41.7,0.6,-0.8,0.8,0.6,COc1ccc(CC(NC(C)=O)C(=O)NC2CCN(S(=O)(=O)c3ccccc3)CC2)cc1OC (configuration not stated)
2.7,2.2,0.2,1.4,8.0,1.9,0.9,-6.2,4.5,CC(NC(=O)Cc1ccsc1)c1ccc(S(N)(=O)=O)cc1 (configuration not stated)
-10.1,5.2,0.6,1.6,13.1,-5.8,0.1,3.2,0.8,CCOc1ccc2nc(-c3ccccc3)nc(SCC(=O)OC)c2c1
7.0,-2.6,5.3,-6.8,-86.7,1.9,8.8,0.7,6.6,Cc1cccc2sc(N(CCN(C)C)C(=O)/C=C/c3cccs3)nc12
1.3,-5.9,-0.1,11.1,2.7,-8.7,2.2,-12.8,1.5,CC1CCN(CCc2nc3cc(NS(=O)(=O)c4ccc(F)cc4)ccc3n2C)CC1
6.9,-5.9,2.7,0.1,-11.8,-3.9,5.1,-2.2,x,FC(F)(F)c1ccc(-c2cccc3c2C2CC3CCN2)cc1 (configuration not stated)
2.7,-2.9,1.3,-8.0,6.2,3.7,1.8,-0.9,-1.6,CC1(C)O[C@@H]2[C@H](O1)[C@@H](CO)O[C@H]2n1cnc2c(=O)[nH]cnc21
-4.2,1.1,2.3,3.3,8.1,2.5,0.9,-0.8,0.7,CC(=O)N1CCN(c2nc3cc4c(cc3nc2NS(=O)(=O)c2ccccc2)OCCO4)CC1
3.3,5.0,2.5,-11.1,7.3,8.4,5.5,5.7,5.4,CC(C)=CCc1c(O)ccc(C2COc3c(CC=C(C)C)c(O)cc(O)c3C2=O)c1O (configuration not stated)
-1.0,3.1,4.0,-4.5,-18.2,8.8,2.7,-0.5,0.8,O=C(COC(=O)c1ccccc1[N+](=O)[O-])NC(=O)c1ccccc1
5.2,-0.8,-0.2,2.2,-5.3,8.5,0.5,3.3,8.9,c1cc2c(cc1Nc1nc(-c3ccc4c(c3)OCO4)cs1)OCCO2
-9.4,4.8,1.1,4.6,9.4,7.1,-0.4,6.4,2.5,CCOC(=O)c1sc(NC(=O)CSc2ncn[nH]2)c(C#N)c1C
0.0,6.2,-1.5,-2.8,0.5,0.3,0.0,0.0,0.6,O=c1[nH]c(SCc2nc3ccccc3n2Cc2ccccc2)nc2ccccc12
-4.0,1.0,-1.0,-1.4,-2.3,-1.5,0.4,-1.6,-1.6,CCNC(=O)c1cc2c(=O)n3cccc(C)c3nc2n(Cc2ccc(C)cc2)c1=N
-1.8,-2.8,1.1,-2.8,-4.2,2.9,4.2,1.2,6.3,CN(C)Cc1nc2c(c(=O)[nH]1)C1(CCCCC1)Cc1ccccc1-2
12.5,3.6,0.0,-1.3,-49.8,-2.6,0.0,2.0,1.5,COc1ccc(-n2nc(C(=O)NCC(=O)NCCCN3CCOCC3)c3ccccc3c2=O)c(OC)c1
6.9,1.2,0.1,-5.8,4.1,3.0,0.7,0.0,4.2,COc1ccc(S(=O)(=O)N2CCN(C)CC2)cc1
5.7,9.8,0.3,0.6,12.6,7.0,-0.6,1.6,-4.1,COCCNC(=O)c1onc(CSc2ccc(Cl)cc2)c1C(=O)O
14.1,-6.4,0.3,-8.8,-11.0,-1.4,2.3,5.1,1.3,COc1ccc(C(C(=O)NC2CCCC2)N(Cc2cccs2)C(=O)c2ccn[nH]2)cc1OC (configuration not stated)
-2.7,1.6,1.5,13.8,-10.9,-3.3,1.9,-4.6,-5.7,Cc1[nH]cnc1CSCc1ccc(Cl)cc1
-6.8,2.2,-1.5,-21.4,13.1,12.4,0.9,0.5,17.1*,Cc1ccc(CCNC(=O)Cc2ccc(NC3=NC4CS(=O)(=O)CC4S3)cc2)cc1 (configuration not stated)
5.4,0.0,-2.7,-12.5,6.9,1.4,2.0,2.2,-4.4,CCCCC(=O)Nc1cc(C)c2c(=O)oc3ccccc3c2n1
9.0,-2.3,x,-20.8,x,7.0,16.0,2.4,x,CCCCCCCCN1C(=O)[C@H](CC(=O)NCCCN2CCCC2=O)C[C@@]2(C(=O)OC)CC(C)(C)CC=C12
10.4,-0.1,-1.7,-1.1,3.3,2.7,0.8,-1.6,4.0,O=C1CCC([N+](=O)[O-])C(c2ccccc2C(F)(F)F)N1 (configuration not stated)
-11.3,2.0,1.9,2.1,-18.1,0.0,0.2,-3.4,1.9,Cc1ccc(S(=O)(=O)c2nc(-c3ccccc3)oc2NCCN2CCOCC2)cc1
-0.2,-4.0,-4.0,3.9,25.6,-6.4,-2.1,-11.2,3.8,CCN(CC)c1ccc(C(=S)NC2CCCCC2)cc1
78.8*,-9.1,40.9,18.4,-72.0,-8.7,0.7,27.0*,-4.7,CC1=C/C(=N\OS(=O)(=O)c2ccccc2)C(C(C)C)=CC1=O
5.8,-7.0,0.2,3.7,11.1,-17.2,21.0,-5.5,-0.8,Cc1ccccc1-c1cccc([C@@H]2C[C@H]3CN(Cc4cccnc4)C(=O)[C@]34CCCN24)c1
1.4,1.8,1.2,3.1,2.3,-5.1,1.2,0.6,-0.2,COCCOC(=O)c1cc(C(=O)c2cc(F)ccc2O)coc1=N
-1.7,0.5,-0.5,1.0,-10.2,4.1,1.8,3.7,1.6,O=C(OC(C(=O)Nc1ccc(Cl)cc1C(F)(F)F)c1ccccc1)C1=COCCO1 (configuration not stated)
3.9,-2.6,-0.1,-2.9,0.2,9.8,0.7,1.2,-0.6,COc1ccc(C(=O)Nc2ccc3c(c2)n(C)c(=O)n3C)cc1OC
6.8,3.2,-0.2,62.9*,-8.7,-21.4,1.6,-4.1,2.1,O=c1[nH]c(C2CCN(S(=O)(=O)c3ccc(S(=O)(=O)NC4CC4)cc3)CC2)nc2c1nnn2Cc1ccccc1
6.7,1.6,-0.7,-1.4,2.0,-1.1,-0.1,3.4,7.1,Nc1c(C(=O)OCC(=O)Nc2ccc(OC(F)F)cc2)[nH]c(=O)[nH]c1=O
9.7,-6.9,0.3,13.9,-4.3,-8.4,-0.3,-2.6,-1.8,COc1ccc(-c2nc(CS(=O)(=O)CC(=O)NCCCN3CCN(C)CC3)c(C)o2)cc1
9.3,0.0,0.9,4.4,-4.9,-3.7,0.3,-5.3,0.5,NNC(=O)Cn1nc2n(c1=O)-c1ccccc1SC2
-3.1,8.1,1.9,9.0,5.4,16.5,2.4,1.7,8.1,Cc1cc(=O)[nH]c(SCC(=O)Nc2ccc3c(c2)OCCO3)n1
2.5,-1.0,0.8,1.2,-0.5,13.6,0.7,-1.7,5.0,CCOc1ccc(N(CC)S(=O)(=O)c2ccc3c(c2)oc(=O)n3C)cc1
14.2,-2.7,0.6,1.0,-9.1,2.6,0.1,-2.0,-9.0,O=C(C1=C(O)C(=O)N(CC2CCCO2)C1c1cccc(O)c1)c1ccco1 (configuration not stated)
6.2,1.4,-0.5,3.8,3.6,-11.4,0.8,-17.0,-3.6,CC(CN1C(C)CCCC1C)OC(=O)c1ccccc1Cl (configuration not stated)
-11.4,-5.9,-1.0,-12.4,8.7,1.7,0.8,-7.0,1.7,CO/N=C/NC(=O)Cc1cn(-c2ncc(C(F)(F)F)cc2Cl)c2ccccc12
6.4,1.9,-1.3,6.3,28.9,-2.6,0.4,-7.2,3.9,COc1ccc(NC(=O)NCc2ccccn2)cc1
-5.8,5.7,0.0,-11.6,-2.1,10.4,1.0,-0.6,9.9,O=C(CSc1nnc(Cc2cc(=O)[nH]c(=O)[nH]2)n1-c1ccccc1)NCC1CCCO1 (configuration not stated)
